From PubChem
Bcl-B displacement = displacers of TR3 peptide from Bcl-B, primary screen, selectivity assay for Bfl-1 inhibitor project, biochemical, fluorescence polarization; FP displacement of FITC-TR3 peptide from Bcl-B; higher % means a stronger effect; AID 748; 96,000 compounds, 0.11% hits; displacement, % at 20 µM; hits with a dose series show IC50 in µM;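 active means displacement above 50% at 20 µM plus a fluorescence interference ratio under 1.5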;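 further: plate controls were wells without compound for no effect and wells lacking Bcl-B protein for full effect; a part of the inactive calls stands beside numbers as strong as those of hits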
NFkB transloc inh = blocks IL-1B driven NFkB nuclear translocation in HUVEC cells. HUVEC IL-1B NFkB p65 nuclear translocation imaging. inhibition, % at 2 µM. 94,000 compounds, 0.43% hits. AID 796;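 active means inhibition above about 30% together with a positive call from visual inspection of the well image, limit read from the data; inconclusive means inhibition above a set limit but visual check negative; inactive means inhibition not above a set limit, visual check negative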;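 further: nuclear over cytoplasmic p65 intensity ratio measured by imaging; 0% = IL-1B stimulated DMSO wells and 100% = unstimulated DMSO wells; values of inactives mirror those of a sister screen read the other way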
MRP resist rev = MRP-mediated drug resistance reversal; AID 602; H69AR cells + 2 uM doxorubicin, CellTiter-Glo, 72 h; differential viability (reversal), % at 10 µM; 85,000 compounds, 0.04% hits;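 active means viability drop by adding the cancer drug above about 55%, with treated viability meeting a 40% cutoff, limit read from the data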;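 further: viability without doxorubicin minus viability with 2 µM doxorubicin for each compound; larger differential means the compound sensitizes cells more to doxorubicin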
NFkB transloc pot = enhances IL-1B driven NFkB nuclear translocation; activation, % at 2 µM; 94,000 compounds, 0.3% hits; AID 819; HUVEC IL-1B NFkB p65 nuclear translocation imaging;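 active means activation above 40%, about the mean plus 3 SD, also judged a hit on visual image review; inconclusive means activation above 40% but not a hit on visual review; inactive means activation not above 40% and no visual hit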;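 further: percent activation is computed from the nuclear over cytoplasmic p65 intensity ratio; values of inactives mirror those of a sister screen read the other way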
PLAP inhibitors HTS = PLAP enzyme inhibitors, biochemical, luminescence, HTS (AID 690); one-dose inhibition, % at 20 µM; IC50 in µM for titrated hits; purified PLAP, luminescent substrate; higher % means a stronger effect; 96,000 compounds, 0.08% hits; in the data active means a potency from the dose series; inactive means the rest, 99 in 100 with inhibition below about 30%; further: strong numbers were not always called active
MRP resist rev cytotoxicity = further read-out of MRP resist rev, marked with its call; viability, %; H69AR cells, CellTiter-Glo, 72 h; measured here: cytotoxicity without doxorubicin
MRP resist rev with doxorubicin = second read-out of MRP resist rev, no call of its own (marks repeat the call); viability, %; measured here: viability with 2 uM doxorubicin; active compounds read low
NFkB transloc inh cell count 2 µM = recorded beside NFkB transloc inh, whose call it bears; cell count; measured here: cells passing quality filter;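 raw number of nuclei counted in each imaged well without normalization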
NFkB transloc pot cell count 2 µM = recorded beside NFkB transloc pot, whose call it bears; cell count; measured here: cells passing quality filter
The depositor's hits bear a star. Some of the compounds tested; the hit share may differ from the screen's.

`CCN(C(=O)COC(=O)c1cc(C)n(-c2ccc(F)cc2)c1C)C1CCS(=O)(=O)C1` (stereo not drawn) gave Bcl-B displacement 0%, NFkB transloc inh -2, MRP resist rev -6, NFkB transloc pot 2, PLAP inhibitors HTS -70%, MRP resist rev cytotoxicity 80, MRP resist rev with doxorubicin 86, NFkB transloc inh cell count 2 µM 144 and NFkB transloc pot cell count 2 µM 144.
O=S(=O)(c1ccc(OCC(O)CN2CCCCC2)cc1)N1CCOCC1 (stereo not drawn) was read as Bcl-B displacement -2%, NFkB transloc inh -10, MRP resist rev 14, NFkB transloc pot 11, PLAP inhibitors HTS -31%, MRP resist rev cytotoxicity 105, MRP resist rev with doxorubicin 90, NFkB transloc inh cell count 2 µM 144 and NFkB transloc pot cell count 2 µM 144.
Screening O=C1OCCC1Sc1nc(-c2ccccc2)cs1 (stereo not drawn) returned Bcl-B displacement -1%, NFkB transloc inh -8, MRP resist rev -29, NFkB transloc pot 8, PLAP inhibitors HTS -6%, MRP resist rev cytotoxicity 90, MRP resist rev with doxorubicin 119, NFkB transloc inh cell count 2 µM 126 and NFkB transloc pot cell count 2 µM 126.
Screening C=C(C)[C@H]1CC=C(C)/C(=N/NC(=O)CNc2ccccc2OC)C1 returned Bcl-B displacement -2%, NFkB transloc inh 0, NFkB transloc pot 0, PLAP inhibitors HTS 6%, NFkB transloc inh cell count 2 µM 162 and NFkB transloc pot cell count 2 µM 162.
For CC(=O)c1ccc2c(c1)C1C=CCC1C(c1ccncc1)N2 (stereo not drawn) the results were Bcl-B displacement -8%, NFkB transloc inh -4, MRP resist rev -2, NFkB transloc pot 4, PLAP inhibitors HTS -17%, MRP resist rev cytotoxicity 91, MRP resist rev with doxorubicin 93, NFkB transloc inh cell count 2 µM 195 and NFkB transloc pot cell count 2 µM 195.
Cc1ccc(C(=O)Nc2ccc(C(=O)/C=C/c3cccs3)cc2)cc1 was read as Bcl-B displacement 1%, NFkB transloc inh -17, NFkB transloc pot 17, PLAP inhibitors HTS 3%, NFkB transloc inh cell count 2 µM 141 and NFkB transloc pot cell count 2 µM 141.
Screening Cc1ccc(NCN2C(=O)C3CC=C(Cl)CC3C2=O)cc1 (stereo not drawn) returned Bcl-B displacement 12%, NFkB transloc inh -17, MRP resist rev -3, NFkB transloc pot 17, PLAP inhibitors HTS 18%, MRP resist rev cytotoxicity 90, MRP resist rev with doxorubicin 93, NFkB transloc inh cell count 2 µM 119 and NFkB transloc pot cell count 2 µM 119.
Screening COC(=O)CSc1nc2ncc(Cl)cc2[nH]1 returned Bcl-B displacement 4%, NFkB transloc inh 1, MRP resist rev 9, NFkB transloc pot -1, PLAP inhibitors HTS 8%, MRP resist rev cytotoxicity 86, MRP resist rev with doxorubicin 77, NFkB transloc inh cell count 2 µM 162 and NFkB transloc pot cell count 2 µM 162.
Screening O=C(Nc1ccc(-c2cc3ccccc3oc2=O)c(Cl)c1)c1cccnc1 returned Bcl-B displacement -29%, NFkB transloc inh 1, NFkB transloc pot -1, PLAP inhibitors HTS -10%, NFkB transloc inh cell count 2 µM 138 and NFkB transloc pot cell count 2 µM 138.
Screening CCc1ccc(N2CSC3=C(C#N)C(c4cccs4)CC(=O)N3C2)cc1 (stereo not drawn) returned Bcl-B displacement 4% and PLAP inhibitors HTS -4%.
COc1ccccc1CNC(=O)CN1CCN(Cc2ccc(Cl)cc2)C1=O was read as NFkB transloc inh 8, MRP resist rev 9, NFkB transloc pot -8, MRP resist rev cytotoxicity 108, MRP resist rev with doxorubicin 99, NFkB transloc inh cell count 2 µM 147 and NFkB transloc pot cell count 2 µM 147.
For CS(=O)(=O)N1CCN(C(=O)c2ccccc2F)CC1 the results were Bcl-B displacement -1%, NFkB transloc inh -2, MRP resist rev 8, NFkB transloc pot 2, PLAP inhibitors HTS 10%, MRP resist rev cytotoxicity 95, MRP resist rev with doxorubicin 87, NFkB transloc inh cell count 2 µM 123 and NFkB transloc pot cell count 2 µM 123.
CCCCC(=O)Nc1nc(C)c(-c2csc(Nc3cc(OC)ccc3OC)n2)s1 was read as Bcl-B displacement -61%, NFkB transloc inh -3, NFkB transloc pot 3, PLAP inhibitors HTS -26%, NFkB transloc inh cell count 2 µM 189 and NFkB transloc pot cell count 2 µM 189.
For COc1cc(CNCCN2CCOCC2)ccc1OCc1ccc(Cl)cc1Cl the results were Bcl-B displacement 19%, NFkB transloc inh 2, NFkB transloc pot -2, PLAP inhibitors HTS -46%, NFkB transloc inh cell count 2 µM 153 and NFkB transloc pot cell count 2 µM 153.
`COC(=O)/C=c1/s/c(=C(\C#N)C(=O)NCc2ccco2)n(-c2ccc(C)cc2)c1=O` gave Bcl-B displacement -294%, NFkB transloc inh 4, MRP resist rev 8, NFkB transloc pot -4, PLAP inhibitors HTS -33%, MRP resist rev cytotoxicity 100, MRP resist rev with doxorubicin 91, NFkB transloc inh cell count 2 µM 211 and NFkB transloc pot cell count 2 µM 211.
For O=C1CS/C(=C\S(=O)(=O)c2ccc(Cl)cc2)N1 the results were Bcl-B displacement 2%, NFkB transloc inh -2, MRP resist rev 7, NFkB transloc pot 2, PLAP inhibitors HTS -62%, MRP resist rev cytotoxicity 97, MRP resist rev with doxorubicin 90, NFkB transloc inh cell count 2 µM 138 and NFkB transloc pot cell count 2 µM 138.
O=C1c2ccccc2C(Nc2ccc(S(=O)(=O)N3CCOCC3)cc2)N1c1cccnc1 (stereo not drawn) was read as Bcl-B displacement 0%, NFkB transloc inh 6, MRP resist rev -3, NFkB transloc pot -6, PLAP inhibitors HTS 0%, MRP resist rev cytotoxicity 78, MRP resist rev with doxorubicin 81, NFkB transloc inh cell count 2 µM 131 and NFkB transloc pot cell count 2 µM 131.
`O=S(=O)(c1cccc(Cl)c1Cl)N1CCCCC1` gave Bcl-B displacement -12%, NFkB transloc inh -26, MRP resist rev 21, NFkB transloc pot 26, PLAP inhibitors HTS 9%, MRP resist rev cytotoxicity 96, MRP resist rev with doxorubicin 75, NFkB transloc inh cell count 2 µM 141 and NFkB transloc pot cell count 2 µM 141.
For Cc1cccc(C)c1-n1nnnc1C1(Nc2ccccc2)CCCCC1 the results were Bcl-B displacement 8%, NFkB transloc inh -12, NFkB transloc pot 12, PLAP inhibitors HTS 16%, NFkB transloc inh cell count 2 µM 146 and NFkB transloc pot cell count 2 µM 146.
`CCCCSc1nnc([C@H](C)NC(=O)OC(C)(C)C)o1` gave Bcl-B displacement -12%, NFkB transloc inh 4, MRP resist rev -3, NFkB transloc pot -4, PLAP inhibitors HTS -23%, MRP resist rev cytotoxicity 92, MRP resist rev with doxorubicin 95, NFkB transloc inh cell count 2 µM 174 and NFkB transloc pot cell count 2 µM 174.
Screening COc1cc(NC(=O)CN(c2ccc(C)cc2)S(=O)(=O)c2c(C)nn(C)c2C)cc(OC)c1 returned Bcl-B displacement -2%, NFkB transloc inh -39, MRP resist rev 9, NFkB transloc pot 39, PLAP inhibitors HTS -47%, MRP resist rev cytotoxicity 102, MRP resist rev with doxorubicin 93, NFkB transloc inh cell count 2 µM 136 and NFkB transloc pot cell count 2 µM 136.
For Cc1ccc2cc(C)c(NCCO)nc2c1 the results were Bcl-B displacement -6%, NFkB transloc inh 7, MRP resist rev -4, NFkB transloc pot -7, PLAP inhibitors HTS 4%, MRP resist rev cytotoxicity 92, MRP resist rev with doxorubicin 96, NFkB transloc inh cell count 2 µM 132 and NFkB transloc pot cell count 2 µM 132.
`O=C(/N=C1\NC(=O)C(F)(C(F)(F)F)S1)NC1CCCCC1` (stereo not drawn) gave Bcl-B displacement -9% and PLAP inhibitors HTS -28%.
For COC(=O)c1c(NC(=O)CSc2nnnn2-c2ccccc2)sc2c1CCC(C)C2 (stereo not drawn) the results were Bcl-B displacement 0%, NFkB transloc inh -10, MRP resist rev -16, NFkB transloc pot 10, PLAP inhibitors HTS -14%, MRP resist rev cytotoxicity 56, MRP resist rev with doxorubicin 72, NFkB transloc inh cell count 2 µM 81 and NFkB transloc pot cell count 2 µM 81.
CC(C)Oc1ccc(CSC(=N)N)cc1 was read as Bcl-B displacement -10%, NFkB transloc inh -10, NFkB transloc pot 10, PLAP inhibitors HTS 36%, NFkB transloc inh cell count 2 µM 109 and NFkB transloc pot cell count 2 µM 109.
For Cc1ccnn1CC(=O)N/N=C/c1ccco1 the results were Bcl-B displacement -5%, NFkB transloc inh -5, MRP resist rev 14, NFkB transloc pot 5, PLAP inhibitors HTS 16%, MRP resist rev cytotoxicity 101, MRP resist rev with doxorubicin 87, NFkB transloc inh cell count 2 µM 161 and NFkB transloc pot cell count 2 µM 161.
CCCOc1ccc2[nH]cc(C(=O)O)c(=O)c2c1 was read as Bcl-B displacement -8%, NFkB transloc inh -3, MRP resist rev 5, NFkB transloc pot 3, PLAP inhibitors HTS -1%, MRP resist rev cytotoxicity 89, MRP resist rev with doxorubicin 83, NFkB transloc inh cell count 2 µM 43 and NFkB transloc pot cell count 2 µM 43.
`Cc1cc(C)c2c(=O)[nH]c(SCC(=O)Nc3ccc(N(C)C)cc3)nc2n1` gave Bcl-B displacement 32%, NFkB transloc inh -55, MRP resist rev -1, NFkB transloc pot inconclusive, PLAP inhibitors HTS -14%, MRP resist rev cytotoxicity 84, MRP resist rev with doxorubicin 85 and NFkB transloc inh cell count 2 µM 64.
For COc1ccc(OC)c(NC(=O)c2sc3nc(Cc4ccccc4)cc(C(F)(F)F)c3c2N)c1 the results were Bcl-B displacement -130%, NFkB transloc inh -20, NFkB transloc pot 20, PLAP inhibitors HTS -10%, NFkB transloc inh cell count 2 µM 163 and NFkB transloc pot cell count 2 µM 163.
For Cc1cc(-c2nc3ccccc3o2)c2ccccc2n1 the results were Bcl-B displacement 4%, NFkB transloc inh -2, MRP resist rev -8, NFkB transloc pot 2, PLAP inhibitors HTS -11%, MRP resist rev cytotoxicity 57, MRP resist rev with doxorubicin 65, NFkB transloc inh cell count 2 µM 117 and NFkB transloc pot cell count 2 µM 117.
c1ccc2c(CN3CCOCC3)c3ccccc3c(CN3CCOCC3)c2c1 was read as Bcl-B displacement 20%, NFkB transloc inh 15, NFkB transloc pot -15, PLAP inhibitors HTS -18%, NFkB transloc inh cell count 2 µM 130 and NFkB transloc pot cell count 2 µM 130.
Screening CC(=O)C1=NOC(CNC(=O)c2c(-c3ccccc3Cl)noc2C)C1 (stereo not drawn) returned Bcl-B displacement 6%, NFkB transloc inh -18, NFkB transloc pot 18, PLAP inhibitors HTS 11%, NFkB transloc inh cell count 2 µM 127 and NFkB transloc pot cell count 2 µM 127.
`O=C(CCNS(=O)(=O)c1ccc2c(c1)CCC(=O)N2)NCc1cccnc1` gave Bcl-B displacement 1%, NFkB transloc inh -31, MRP resist rev 10, NFkB transloc pot 31, PLAP inhibitors HTS -4%, MRP resist rev cytotoxicity 112, MRP resist rev with doxorubicin 102, NFkB transloc inh cell count 2 µM 96 and NFkB transloc pot cell count 2 µM 96.

3 compounds from above, ordered by SMILES length, rising:
For Cc1ccnn1CC(=O)N/N=C/c1ccco1 the results were Bcl-B displacement -5%, NFkB transloc inh -5, MRP resist rev 14, NFkB transloc pot 5, PLAP inhibitors HTS 16%, MRP resist rev cytotoxicity 101, MRP resist rev with doxorubicin 87, NFkB transloc inh cell count 2 µM 161 and NFkB transloc pot cell count 2 µM 161.
Screening CC(=O)C1=NOC(CNC(=O)c2c(-c3ccccc3Cl)noc2C)C1 (stereo not drawn) returned Bcl-B displacement 6%, NFkB transloc inh -18, NFkB transloc pot 18, PLAP inhibitors HTS 11%, NFkB transloc inh cell count 2 µM 127 and NFkB transloc pot cell count 2 µM 127.
For COc1ccc(OC)c(NC(=O)c2sc3nc(Cc4ccccc4)cc(C(F)(F)F)c3c2N)c1 the results were Bcl-B displacement -130%, NFkB transloc inh -20, NFkB transloc pot 20, PLAP inhibitors HTS -10%, NFkB transloc inh cell count 2 µM 163 and NFkB transloc pot cell count 2 µM 163.
